Source: PubChem (National Center for Advancing Translational Sciences (NCATS))
BAZ2B inh: BAZ2B (human) inhibition | Q9UIF8 | AlphaScreen BAZ2B-H3K14Ac peptide displacement | Potency, µM (titrated, usually from 114 µM), without a hit: at the highest dose activity change, negative = inhibition, most hits filed as inhibitors | actives 4.4% (n = 360,000) | AID 504333; also: % is scaled to controls: 0 for no effect and ±100 for the full control effect; nearly all actives have a fitted effect of over 60% in size
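Protein-peptide AlphaScreen: BAZ2B 50 nM, b-H3K14Ac 50 nM, 1x PBS pH 7.4 + 0.01% Tween-20. Preincubation 30 min RT; cpd 30 min RT (top 110 uM); beads 20 min RT, light-protected.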
APE1 inh: inhibitors of human APE1 endonuclease. actives 0.35% (n = 350,000). AID 2517. Potency, µM (highest dose often 65.8 µM), for inactives: at the highest dose activity change, negative = inhibition, actives largely listed as inhibitors. recombinant APE1, TAMRA/BHQ-2 abasic DNA cleavage fluorescence;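 also: plate controls were vehicle for no effect and reference inhibitor for full effect; nearly all actives have a fitted effect of over 55% in size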
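Quantitative HTS: incision of a TAMRA/BHQ-2 double-stranded substrate bearing a tetrahydrofuran abasic site by 0.75 nM APE1 raises fluorescence. Substrate 50 nM final, added after 15 min compound preincubation at room temperature; progress as third-minus-first kinetic read difference.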
POLK inh: DNA polymerase kappa (human) inhibition | Q9UBT6 | purified Pol kappa, fluorescent DNA synthesis assay, 10 min | Potency, µM (highest dose often 107 µM), for the others: at the top dose activity, negative = inhibition, most hits filed as inhibitors | actives 0.53% (n = 400,000) | AID 588579; also: % is scaled to controls: 0 for no effect and ±100 for the full control effect
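First, compounds were pin-transferred onto 10 nM Pol kappa. After 15 min at room temperature, substrate was added to 50 nM final. Fluorescence was then measured kinetically at 0 and 10 min.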
JMJD2A Tudor inh: blocks the human JMJD2A Tudor domain. AlphaScreen JMJD2A-Tudor / H3K4me3 peptide binding. Potency, µM (doses to about 114 µM), for the others: top-dose activity change, negative = inhibition, usual class: inhibitors. O75164. actives 4.4% (n = 390,000); also: % is scaled to controls: 0 for no effect and ±100 for the full control effect; nearly all actives have a fitted effect of over 50% in size
G9a block: blocks human histone lysine methyltransferase G9a | Q96KQ7 | G9a H3K9 monomethylation, AlphaScreen, 2 h | actives 8.8% (n = 350,000) | AID 504332 | Potency, µM (series often up to 102 µM), for the others: top-dose activity, negative = inhibition, usual class: inhibitors; also: % is scaled to controls: 0 for no effect and ±100 for the full control effect; nearly all actives have a fitted effect of over 75% in size
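Methyltransferase reactions run at room temperature for 2 h (20 nM enzyme, 500 nM biotin-H3K9 peptide, 20 uM SAM) after a 15 min compound preincubation; product detected by AlphaScreen beads and anti-H3K9me1 antibody.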
BLM helicase inh: inhibitors of human Bloom syndrome helicase BLM. P54132. recombinant BLM DNA unwinding, fluorescence dequenching. Potency, µM (series often up to 56.1 µM), without a hit: at the highest dose activity change, negative = inhibition, most hits filed as inhibitors. actives 0.2% (n = 350,000). AID 2528;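 also: plate controls were vehicle for no effect and no enzyme for full effect; nearly all actives have a fitted effect of over 35% in size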
Target sequence (P54132 whole entry, looked up): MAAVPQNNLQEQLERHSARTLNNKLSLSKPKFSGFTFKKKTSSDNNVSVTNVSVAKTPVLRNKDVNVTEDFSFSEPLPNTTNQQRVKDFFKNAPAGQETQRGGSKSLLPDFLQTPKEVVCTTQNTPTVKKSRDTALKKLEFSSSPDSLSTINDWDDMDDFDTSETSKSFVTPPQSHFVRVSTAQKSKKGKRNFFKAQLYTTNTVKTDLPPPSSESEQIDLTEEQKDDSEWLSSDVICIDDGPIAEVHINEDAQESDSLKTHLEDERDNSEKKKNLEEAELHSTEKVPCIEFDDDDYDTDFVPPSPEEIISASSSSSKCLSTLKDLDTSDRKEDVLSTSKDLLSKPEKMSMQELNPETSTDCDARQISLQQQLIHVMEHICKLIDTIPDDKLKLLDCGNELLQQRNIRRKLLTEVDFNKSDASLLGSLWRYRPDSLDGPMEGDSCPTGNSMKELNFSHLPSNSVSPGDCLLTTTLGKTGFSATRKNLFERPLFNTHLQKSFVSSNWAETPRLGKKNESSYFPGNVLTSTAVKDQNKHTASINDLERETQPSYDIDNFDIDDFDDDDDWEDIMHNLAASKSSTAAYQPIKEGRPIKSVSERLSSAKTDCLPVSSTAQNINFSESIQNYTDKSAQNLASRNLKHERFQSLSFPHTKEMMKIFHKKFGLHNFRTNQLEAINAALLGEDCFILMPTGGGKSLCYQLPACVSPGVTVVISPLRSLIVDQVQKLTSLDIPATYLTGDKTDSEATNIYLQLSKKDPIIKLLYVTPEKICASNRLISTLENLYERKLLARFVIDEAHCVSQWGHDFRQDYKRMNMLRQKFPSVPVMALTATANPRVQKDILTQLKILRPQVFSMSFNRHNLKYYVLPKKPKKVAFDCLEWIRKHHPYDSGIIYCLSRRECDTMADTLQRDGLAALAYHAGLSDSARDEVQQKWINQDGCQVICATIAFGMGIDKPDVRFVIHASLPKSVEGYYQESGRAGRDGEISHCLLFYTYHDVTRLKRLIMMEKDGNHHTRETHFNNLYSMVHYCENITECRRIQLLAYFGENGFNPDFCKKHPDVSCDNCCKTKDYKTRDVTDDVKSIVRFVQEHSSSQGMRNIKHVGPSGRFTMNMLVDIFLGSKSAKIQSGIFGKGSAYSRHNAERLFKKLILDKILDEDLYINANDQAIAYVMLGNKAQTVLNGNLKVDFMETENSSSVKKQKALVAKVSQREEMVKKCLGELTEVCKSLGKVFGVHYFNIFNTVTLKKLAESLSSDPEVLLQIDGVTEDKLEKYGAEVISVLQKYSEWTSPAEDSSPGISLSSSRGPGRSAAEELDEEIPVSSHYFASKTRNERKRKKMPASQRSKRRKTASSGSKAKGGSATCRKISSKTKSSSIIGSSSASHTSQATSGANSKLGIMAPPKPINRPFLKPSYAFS
Pol beta inh: inhibitors of human DNA polymerase beta | P06746 | Potency, µM (doses to about 114 µM), inactives show at the highest dose activity change, negative = inhibition, hits mostly inhibitors | actives 1.3% (n = 340,000) | Pol beta primer extension/strand displacement, fluorescence kinetic; also: % is scaled to controls: 0 for no effect and ±100 for the full control effect
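Human Pol beta at 10 nM; strand-displacement substrate 50 nM final. Compound exposure 15 min at room temperature before start, reaction 10 min at room temperature.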
Pol eta inh: blocks human DNA polymerase eta activity. AID 588591. recombinant Pol eta, fluorescent DNA replication assay. actives 1.2% (n = 390,000). Potency, µM (top dose mostly 114 µM), inactives show top-dose activity change, negative = inhibition, most hits filed as inhibitors. Q9Y253; also: % is scaled to controls: 0 for no effect and ±100 for the full control effect
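Fluorescent replication assay: 50 nM final substrate added after a 15 min room-temperature compound preincubation with 10 nM enzyme. Signal taken at 0 min and again at 10 min.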
POLI inh: blocks human DNA polymerase iota activity | Pol iota fluorescent replication assay, 10 min | Potency, µM (doses to about 115 µM), inactives show at the highest dose activity, negative = inhibition, usual class: inhibitors | actives 1% (n = 390,000)
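Pol iota at 10 nM preincubated 15 min with compounds at room temperature; reaction started with fluorescent substrate, 50 nM final. Fluorescence read kinetically at 0 and 10 min; buffer-only wells as negative control.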
* = called active by the depositor; & = joins results of further samples; [ ] = another dose, or the depositor's remark. Calls follow the shape of the dose curve; as a rule, active = well fitted curve in the direction sought with a large enough effect; inconclusive = small, poorly fitted or top-dose-only effect, or another doubt; inactive = no such curve, though single readings can be large; an effect the other way counts as inactive or inconclusive. Potency is read from the fitted curve at half-maximal effect. This is a subset; count on the stated rates, not on these rows.

For N#Cc1cc(-c2ccccc2)nnc1Sc1ccc(F)cc1 the results were BAZ2B inh 9%, APE1 inh 5%, POLK inh -7%, JMJD2A Tudor inh -14%, G9a block inconclusive, BLM helicase inh -2%, Pol beta inh -1%, Pol eta inh 1% and POLI inh 8%.
For CC(C)c1ccc(NC(=O)Nc2cnccn2)cc1 the results were BAZ2B inh -4%, APE1 inh 6%, POLK inh -15%, JMJD2A Tudor inh -21%, BLM helicase inh -1%, Pol beta inh 23%, Pol eta inh -13% and POLI inh -10%.
`COc1cccc(NC(=O)Cn2cc(C(=O)C3CCCCC3)c3ccccc32)c1` gave BAZ2B inh -2%, POLK inh 1%, JMJD2A Tudor inh -12%, G9a block -1%[59 µM], BLM helicase inh -11%, Pol beta inh -2%, Pol eta inh -21% and POLI inh 29%.
For O=C(CSC(=S)N1CCCCC1)Nc1nc(-c2ccccc2)c(-c2ccccc2)o1 the results were BAZ2B inh 5%, APE1 inh -3%, POLK inh 7%, JMJD2A Tudor inh -26%, G9a block 6%[59 µM], BLM helicase inh 0%, Pol beta inh 12%, Pol eta inh -9% and POLI inh -9%.
For COc1ccc(/C=C/C(=O)N(C)CC(=O)Nc2cccc(F)c2)cc1S(=O)(=O)N1CCCCC1 the results were BAZ2B inh 2%, APE1 inh 34%, POLK inh -15%, JMJD2A Tudor inh -9%, G9a block inconclusive, Pol eta inh -15% and POLI inh 18%.
`O=C(COc1ccc(Br)cc1F)NC1CC1` gave APE1 inh 54%[activator], POLK inh -20%, JMJD2A Tudor inh 6%, Pol eta inh -16% and POLI inh 70%[activator].
Screening O=C(O)CCCC(=O)N1CCc2cc(S(=O)(=O)N3CCc4ccccc43)ccc21 returned BAZ2B inh 1%, APE1 inh -1%, POLK inh -3%, JMJD2A Tudor inh -9%, G9a block -11%, BLM helicase inh 1%, Pol beta inh 31%, Pol eta inh -13% and POLI inh 42%[activator].
Cc1ccc(C)c(OCCC(=O)OCC(=O)Nc2ccc(N3CCOCC3)cc2)c1 was read as BAZ2B inh -12%, APE1 inh 12%, POLK inh 3%, JMJD2A Tudor inh -5%, G9a block inconclusive, Pol eta inh -12% and POLI inh -1%.
`Cc1noc(/C=C/N(C)C)c1S(=O)(=O)N1CCCC(C(=O)NCc2ccccc2Cl)C1` (configuration not stated) gave BAZ2B inh -7%, APE1 inh -6%, POLK inh -1%, JMJD2A Tudor inh -29%, G9a block -12%[59 µM], BLM helicase inh -6%, Pol beta inh 0%, Pol eta inh -8% and POLI inh 2%.
`COc1cc(CCC(=O)N2CCN(c3cccc(C)c3C)CC2)cc(OC)c1OC` gave BAZ2B inh 2%, APE1 inh -2%, POLK inh -2%, JMJD2A Tudor inh -7%, G9a block 9%, BLM helicase inh -2%, Pol beta inh 5%, Pol eta inh -9% and POLI inh 8%.
`Cc1ccc(C(=O)NC(=S)N2CCCC2)cc1` gave BAZ2B inh -33%, APE1 inh 58%, POLK inh 13%, JMJD2A Tudor inh -22%, G9a block 2%, BLM helicase inh -2%, Pol beta inh 14%, Pol eta inh -17% and POLI inh 23%.
For C=C(C)c1cccc(C(C)(C)NC(=O)Nc2cc(C)ccn2)c1 the results were BAZ2B inh 7%, APE1 inh -6%, POLK inh 0%, JMJD2A Tudor inh -13%, G9a block 25%, BLM helicase inh 2%, Pol beta inh 7%, Pol eta inh -20% and POLI inh 14%.
`CCc1ccc2nc(NC(=O)C3CCN(c4ncnc5sc(C)c(C)c45)CC3)sc2c1` gave BAZ2B inh -22%, APE1 inh 28%, POLK inh 3%, JMJD2A Tudor inh -15%, G9a block 4%[12.7 µM], Pol eta inh -14% and POLI inh 4%.
Screening Cc1cccc(NS(=O)(=O)c2ccc3[nH]c(=O)[nH]c3c2)c1C returned BAZ2B inh -2%&0%, APE1 inh -8%, POLK inh -7%&-1%, JMJD2A Tudor inh -21%&-11%, G9a block 21%, BLM helicase inh -1%&-3%, Pol beta inh 11%&3%, Pol eta inh 3%&6% and POLI inh 15%&43%.
Screening CCCCC1=CC2=CC(=O)C(C)(OC(=O)c3cnc4ccccc4n3)C(=O)C2=CO1 (configuration not stated) returned BAZ2B inh 79µM*, APE1 inh 0%&-4%, G9a block inconclusive, BLM helicase inh 1%&-25% and Pol beta inh 50µM*.
Oc1ccc(Cl)cc1CNCc1ccc(F)c(F)c1 was read as BAZ2B inh 3%, APE1 inh -3%, POLK inh -14%, JMJD2A Tudor inh -2%, G9a block -14%[2.33 µM], Pol eta inh -13% and POLI inh inconclusive.
Screening O=C(CC(=O)c1ccccc1O)c1cccc(F)c1 returned BAZ2B inh -10%, APE1 inh -2%, POLK inh -7%, JMJD2A Tudor inh -33%, G9a block -3%, BLM helicase inh -9%, Pol beta inh 13%, Pol eta inh -15% and POLI inh -2%.
`CC1(C)CC(=O)C=C(Nc2ccc(Cl)c(Br)c2)C1` gave BAZ2B inh -30%, APE1 inh 46%[activator], POLK inh -5%, JMJD2A Tudor inh -18%, G9a block 45%, BLM helicase inh -3%, Pol beta inh 2%, Pol eta inh -9% and POLI inh 16%.
Cc1ccc(C)c(S(=O)(=O)c2c(C)cc(C)[nH]c2=O)c1 was read as BAZ2B inh 0%, APE1 inh 27%, POLK inh -2%, JMJD2A Tudor inh -12%, G9a block 3%, BLM helicase inh -4%, Pol beta inh 17%, Pol eta inh 1% and POLI inh 18%.
COC(=O)c1ccc(C2C(C(=O)Nc3ccccc3C)=C(C)Nc3ncnn32)cc1 (configuration not stated) was read as BAZ2B inh 7%, APE1 inh 0%, POLK inh -13%, JMJD2A Tudor inh 0%, G9a block 14%[59 µM], BLM helicase inh -1%, Pol beta inh 2%, Pol eta inh -10% and POLI inh 1%.

The list goes on (four carried over from the part before).
Screening O=C(CC(=O)c1ccccc1O)c1cccc(F)c1 returned BAZ2B inh -10%, APE1 inh -2%, POLK inh -7%, JMJD2A Tudor inh -33%, G9a block -3%, BLM helicase inh -9%, Pol beta inh 13%, Pol eta inh -15% and POLI inh -2%.
`CC1(C)CC(=O)C=C(Nc2ccc(Cl)c(Br)c2)C1` gave BAZ2B inh -30%, APE1 inh 46%[activator], POLK inh -5%, JMJD2A Tudor inh -18%, G9a block 45%, BLM helicase inh -3%, Pol beta inh 2%, Pol eta inh -9% and POLI inh 16%.
Cc1ccc(C)c(S(=O)(=O)c2c(C)cc(C)[nH]c2=O)c1 was read as BAZ2B inh 0%, APE1 inh 27%, POLK inh -2%, JMJD2A Tudor inh -12%, G9a block 3%, BLM helicase inh -4%, Pol beta inh 17%, Pol eta inh 1% and POLI inh 18%.
COC(=O)c1ccc(C2C(C(=O)Nc3ccccc3C)=C(C)Nc3ncnn32)cc1 (configuration not stated) was read as BAZ2B inh 7%, APE1 inh 0%, POLK inh -13%, JMJD2A Tudor inh 0%, G9a block 14%[59 µM], BLM helicase inh -1%, Pol beta inh 2%, Pol eta inh -10% and POLI inh 1%.
`O=C1CCc2ccccc2N1Cc1ccccc1` gave BAZ2B inh 4%, APE1 inh 40%, POLK inh -1%, JMJD2A Tudor inh 2%, G9a block 2%, BLM helicase inh -2%, Pol beta inh inconclusive, Pol eta inh -20% and POLI inh 172%[activator].
O=C(COC(=O)CSc1ccccc1)Nc1ccc(F)cc1F was read as APE1 inh -13%, POLK inh -12%, JMJD2A Tudor inh 6%, Pol eta inh -9% and POLI inh 7%.
For COC(=O)c1c(NC(=O)c2ccc(S(=O)(=O)N3CCCCC3)cc2)sc2c1CCN(C)C2 the results were BAZ2B inh 4%, POLK inh -9%[60.1 µM], JMJD2A Tudor inh -4%, G9a block inconclusive, BLM helicase inh -5%, Pol beta inh 4%, Pol eta inh -16% and POLI inh -6%.
Screening Cc1cc(N2CCCc3ccccc32)n2ncnc2n1 returned BAZ2B inh -6%, APE1 inh 1%, POLK inh -2%, JMJD2A Tudor inh -6%, G9a block -12%[59 µM], BLM helicase inh -1%, Pol beta inh 24%, Pol eta inh -12% and POLI inh 15%.
For COc1ccccc1CNC(=O)c1ccc2c(c1)nnn2C1CCCC1 the results were BAZ2B inh 2%, POLK inh -1%, JMJD2A Tudor inh 7%, G9a block 7%[59 µM], BLM helicase inh -2%, Pol beta inh 24%, Pol eta inh -11% and POLI inh 4%.
Screening CC(CC(=O)NC1CCCCC1)S(=O)(=O)c1ccc2c(c1)NC(=O)CO2 (configuration not stated) returned BAZ2B inh -26%, APE1 inh 65%[activator], POLK inh 7%, JMJD2A Tudor inh 1%, G9a block inconclusive, BLM helicase inh 1%, Pol beta inh 38%, Pol eta inh -10% and POLI inh 25%.
Screening NC1=NC(=O)/C(=C/c2ccsc2)S1 returned BAZ2B inh -14%, APE1 inh 3%, POLK inh -15%, JMJD2A Tudor inh -20%, G9a block 5%, BLM helicase inh 0%, Pol beta inh 5%, Pol eta inh -6% and POLI inh 153%[activator].
COc1cc(C(=O)NNC(=O)NC2CCCCC2)cc(OC)c1OC was read as BAZ2B inh -1%, APE1 inh -3%, POLK inh -11%, JMJD2A Tudor inh -16%, G9a block 25%[59 µM], BLM helicase inh -1%, Pol beta inh inconclusive, Pol eta inh 2% and POLI inh 2%.
For COc1ccc(NC(=O)CCc2c(C)nc3c(c2C)c(=O)n(C)c(=O)n3C)c(OC)c1 the results were BAZ2B inh -15%, POLK inh 6%, JMJD2A Tudor inh -5%, G9a block 3%[59 µM], BLM helicase inh -4%, Pol beta inh 48%, Pol eta inh -15% and POLI inh 13%.
Screening Cc1ccccc1C(=O)Nc1cccc(OCc2cc(=O)n3cccc(C)c3n2)c1 returned BAZ2B inh 2%, POLK inh -11%[60.1 µM], JMJD2A Tudor inh -8%, G9a block -17%[59 µM], BLM helicase inh -7%, Pol beta inh 25%, Pol eta inh 22% and POLI inh -21%.
Screening Cc1sc2nc(CN3CCCCC3)nc(Cl)c2c1C returned BAZ2B inh -28%, APE1 inh 4%, POLK inh -3%, JMJD2A Tudor inh inconclusive, G9a block inconclusive, BLM helicase inh 20%, Pol beta inh 11%, Pol eta inh -20% and POLI inh 21%.
For CN(Cc1ccccc1)C(=O)CCC1CCN(S(C)(=O)=O)CC1 the results were BAZ2B inh -8%, APE1 inh -4%, POLK inh 2%, JMJD2A Tudor inh 2%, BLM helicase inh 2%, Pol beta inh -16%, Pol eta inh -10% and POLI inh 20%.
